Source: PubChem
NCOA2 inhibitor = inhibits human steroid receptor coactivator 2 | Q15596 | HEK293 GAL4-SRC2 luciferase reporter, luminescence | inhibition, % at 9 µM | actives 0.17% (n = 370,000) | AID 651957;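 active means inhibition above the mean inhibition of all tested compounds plus 3 SD, set per campaign, cut at about 52% in these data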;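 further: 0% = DMSO treated cells and 100% = cells given Gossypol at 36 µM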
NCOA1 inh = human NCOA1 inhibition; HEK293 GAL4-SRC1 luciferase reporter, luminescence; inhibition, % at 3.6 µM; Q15788; actives 0.12% (n = 360,000);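 active means inhibition above the campaign mean plus 3 SD, with each screening campaign given its own cutoff, cut at about 60% in these data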;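 further: 0% = DMSO treated cells and 100% = gossypol at 36 µM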
SRC3 inh = inhibits human SRC3 coactivator | HEK293 GAL4-SRC3 luciferase reporter, luminescence | inhibition, % at 3.6 µM | actives 0.17% (n = 360,000) | AID 588352 | Q9Y6Q9;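 active means inhibition above a per-campaign cutoff, the mean of all compounds plus 3 SD, cut at about 60% in these data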;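 further: 0% = DMSO-treated cells and 100% = gossypol-treated cells at 36 µM; higher means less SRC3-driven luciferase light from the GAL4 reporter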
Target sequence (Q9Y6Q9 whole entry, looked up, the tested form may be a part): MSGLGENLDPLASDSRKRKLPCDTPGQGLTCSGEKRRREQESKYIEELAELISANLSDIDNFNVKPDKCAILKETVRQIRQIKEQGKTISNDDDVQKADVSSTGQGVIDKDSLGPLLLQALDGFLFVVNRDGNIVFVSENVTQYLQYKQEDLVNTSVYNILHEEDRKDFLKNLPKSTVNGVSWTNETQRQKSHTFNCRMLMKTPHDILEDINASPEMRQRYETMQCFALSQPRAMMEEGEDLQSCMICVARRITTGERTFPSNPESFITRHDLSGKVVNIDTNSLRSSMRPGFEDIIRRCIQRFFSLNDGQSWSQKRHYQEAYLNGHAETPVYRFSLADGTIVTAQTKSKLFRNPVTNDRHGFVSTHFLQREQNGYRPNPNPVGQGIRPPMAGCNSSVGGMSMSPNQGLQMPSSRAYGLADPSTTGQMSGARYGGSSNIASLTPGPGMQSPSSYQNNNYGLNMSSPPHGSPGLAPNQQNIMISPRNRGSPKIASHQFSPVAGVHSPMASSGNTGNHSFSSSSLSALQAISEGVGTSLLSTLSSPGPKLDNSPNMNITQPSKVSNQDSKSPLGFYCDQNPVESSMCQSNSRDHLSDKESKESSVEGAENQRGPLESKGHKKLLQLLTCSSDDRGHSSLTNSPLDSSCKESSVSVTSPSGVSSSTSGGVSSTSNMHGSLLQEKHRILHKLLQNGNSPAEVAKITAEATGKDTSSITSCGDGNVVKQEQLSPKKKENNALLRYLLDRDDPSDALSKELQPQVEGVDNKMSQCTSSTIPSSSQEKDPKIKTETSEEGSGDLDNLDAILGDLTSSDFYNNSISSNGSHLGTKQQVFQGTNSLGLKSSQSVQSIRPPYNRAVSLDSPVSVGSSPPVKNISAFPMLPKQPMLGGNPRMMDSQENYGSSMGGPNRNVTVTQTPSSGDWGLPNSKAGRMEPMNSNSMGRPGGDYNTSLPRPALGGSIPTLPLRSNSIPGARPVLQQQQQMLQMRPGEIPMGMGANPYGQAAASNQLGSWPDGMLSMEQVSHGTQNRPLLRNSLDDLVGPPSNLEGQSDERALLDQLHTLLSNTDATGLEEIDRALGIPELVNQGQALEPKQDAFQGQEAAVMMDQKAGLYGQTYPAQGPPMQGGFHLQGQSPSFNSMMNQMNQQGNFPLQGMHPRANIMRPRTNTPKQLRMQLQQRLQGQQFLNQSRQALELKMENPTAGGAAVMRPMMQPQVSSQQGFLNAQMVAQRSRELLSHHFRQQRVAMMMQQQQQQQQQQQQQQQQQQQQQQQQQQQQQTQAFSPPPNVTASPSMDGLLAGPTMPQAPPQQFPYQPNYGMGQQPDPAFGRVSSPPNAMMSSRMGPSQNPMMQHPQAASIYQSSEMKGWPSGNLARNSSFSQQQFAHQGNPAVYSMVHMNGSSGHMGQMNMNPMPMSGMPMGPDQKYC
KKLEB cytotox = CF airway cell cytotoxicity counter-screen. AID 602141. KKLEB CF airway cells viability, ATPlite luminescence, overnight; stronger effect = lower value; cells stimulated with P. aeruginosa culture filtrate. actives 0.36% (n = 360,000). activity change (cytotoxicity), % at 5 µM;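 active means corrected activity change at or below -50% at 5 µM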
CF NFkB block = blocks PAF-induced NF-kB reporter in cystic fibrosis cells | KKLEB NF-kB-GFP reporter, GFP fluorescence overnight | actives 0.86% (n = 360,000) | inhibition, % at 5 µM;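 active means at least 50% inhibition at 5 µM, scaled per plate between neutral and stimulator controls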;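 further: PAF is a Pseudomonas aeruginosa culture filtrate used as stimulus; plate controls were PAF-stimulated DMSO wells for no effect and unstimulated DMSO wells for full effect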
NR5A2 inv ag = suppresses constitutive activity of human LRH-1; O00482; HEK293T StAR-luciferase reporter, LRH-1 transfected, 24 h; inhibition, % at 3.6 µM; actives 0.13% (n = 360,000);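 active means inhibition above the mean inhibition of all tested compounds plus 3 SD, cut at about 73% in these data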;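 further: 0% = DMSO wells and 100% = reporter-only cells lacking LRH-1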
LMP1 NFkB inh = Epstein-Barr LMP1 NF-kappaB reporter inhibition. LMP1-induced NF-kappaB luciferase reporter cells, luminescence. inhibition, % at 12.5 µM. actives 0.69% (n = 350,000); in the data active means inhibition above about 41%; inconclusive means no clear call, values can overlap the other calls;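 further: 0% = neutral control wells and 100% = reference inhibitor control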
TWEAK-Fn14 inh = TWEAK-Fn14 signaling inhibition | TWEAK-stimulated Fn14 reporter cells, luciferase luminescence, 8 h | inhibition, % at 10 µM | actives 2% (n = 360,000) | AID 1159606; in the data active means inhibition above about 50%
NR2F2 inh = inhibitors of human COUP-TFII (NR2F2); P24468; HEK293T NGFI-A luciferase reporter, luminescence; inhibition, % at 8.6 µM; actives 0.7% (n = 370,000);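 active means inhibition above a per-plate cutoff, mean inhibition of test wells between control levels plus 3 SD, cut at about 38% in these data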;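 further: cells cotransfected with COUP-TFII expression vector driving the NGFI-A reporter; 0% = median of COUP-TF2 test wells and 100% = reporter-only cells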
TROY signal inh = inhibitors of TROY-dependent NF-kB signaling | Q293 LMP1-TROYcd NF-kB luciferase reporter, 4 h | inhibition, % at 10 µM | actives 0.98% (n = 360,000);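 active means compounds whose plate-normalised and pattern-corrected inhibition of the luciferase reporter signal at the single screening dose is 50% or more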
C8 TRAIL sens = caspase-8 TRAIL sensitization; actives 1% (n = 360,000); NB7+C8 cells + TRAIL, ATPlite viability luminescence; inhibition (viability loss, TRAIL sensitization), % at 10 µM;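 active means compounds causing at least 50% loss of cell viability in the single-dose screen, relative to plate controls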
Numbers without * were called inactive; ? = inconclusive; · = not tested or not shown. Rows are unselected. About 4.2% of those tested had a hit in this group.

SMILES	NCOA2 inhibitor	NCOA1 inh	SRC3 inh	KKLEB cytotox	CF NFkB block	NR5A2 inv ag	LMP1 NFkB inh	TWEAK-Fn14 inh	NR2F2 inh	TROY signal inh	C8 TRAIL sens
CC(CCC(=O)O)C1CCC2C3CCC4C[C@H](O)CCC4(C)C3CC(=O)C12C (stereo partly drawn)	11	1	-3	-2	-3	12	0	17	-6	1	-6
CC(Cc1ccccc1)C(=O)NCc1ccccn1 (stereo not drawn)	-28	1	-14	1	0	-1	-3	8	-9	-28	19
O=C(COC(=O)c1ccc(Br)o1)NCCNC(=O)COC(=O)c1ccc(Br)o1	14	1	0	-1	7	4	-2	-2	-3	1	-9
CCSc1ccccc1C(=O)Nc1ccc([N+](=O)[O-])cc1OC	-2	12	-10	14	-9	11	-2	-8	6	-13	-6
CCSC1=NCCN1S(=O)(=O)c1ccc(Cl)cc1	7	13	4	5	10	11	1	-3	-48	-14	-4
CCc1ccc(CN2CC(C(=O)O)CC2=O)cc1 (stereo not drawn)	-5	-17	1	-4	-12	-12	9	-8	-8	-6	24
Cc1ccc(NC(=O)c2c(C)nn(-c3ccccc3)c2Cl)cc1	-31	-28	-50	-5	-3	-48	-16	-4	-31	-40	1
Cc1ccc(COc2ccccc2C(=S)N2CCCC2)cc1	4	-25	-23	1	11	-34	2	5	-1	-44	-4
COc1cccc(NC(=O)Cc2nnc(SCC(=O)NC3=NCCS3)n2C)c1	-29	9	-1	5	-7	9	-6	30	-2	0	-1
CCN(CC)CCCNC(=O)c1cc2c(-c3cccc(OC)c3)nn(C)c2s1	-26	-36	-8	-7	-44	-1	-14	-24	-36	-16	8
COc1cc(/C=C/C(=O)O)cc(OC)c1	·	-13	13	-5	-8	6	-1	7	·	-14	-3
CN(C)c1ccc2nc3c(=O)[nH]c(=O)nc-3n(CC(O)C(O)C(O)CO)c2c1 (stereo not drawn)	8	16	8	3	4	11	7	21	-2	3	-9
CC(C)NC(=O)COc1coc(CN2CCN(c3cccc(Cl)c3)CC2)cc1=O	4	1	5	-8	-12	4	1	32	6	-11	-3
O=C(NCc1cccs1)c1cc2c(s1)CCCC2	-36	-59	-47	1	-10	-73	-27	-9	-31	-15	10
COc1ccc(-n2nnnc2SCC(=O)Nc2ccc(OC)cc2OC)cc1	2	-11	1	9	13	2	3	-7	-1	18	-18
Cc1ccc(C(=O)N/C(=C\c2ccc(C)o2)C(=O)O)cc1	-11	-7	0	0	-8	-1	0	4	-13	6	5
Cc1ccnc(NC(=O)c2cccc(S(=O)(=O)N3CCN(c4ccccc4)CC3)c2)c1	-17	-84	-79	-9	2	-121	16	72*	-4	49	41
CSc1ccc(S(=O)(=O)N2CCC(C(=O)N3CCOCC3)CC2)cc1	28	-5	2	-5	4	25	-1	-3	14	2	2
COc1ccc(C(=O)COC(=O)CN2C(=O)C3C4C=CC(C5CC45)C3C2=O)cc1 (stereo not drawn)	-1	-4	9	-15	-2	8	-5	-6	2	-22	-12
O=[N+]([O-])c1cc([N+](=O)[O-])c(Oc2cncc(Cl)c2)cc1NN1CCCCC1	-4	16	6	4	5	-12	-23	5	8	-3	-11
O=C(C1CCN(S(=O)(=O)N2CCOCC2)CC1)N1CCOCC1	2	-10	14	-8	0	2	-7	12	-3	15	-1
COc1ccc(CNC(=O)CSc2nnnn2C)cc1OC	0	-45	7	-10	0	-5	3	-1	10	3	3
Cc1cccn2cc(-c3ccc(NC(=O)Cc4ccccc4)cc3)nc12	0	7	-16	12	-21	-11	-14	-24	54*	89*	-1
COc1ccc(Cn2cnc3c(N)c(C)c(C)cc32)cc1	2	-8	11	0	2	9	-7	2	18	1	-8
CN(Cc1ccon1)C(=O)CCc1nnc(CCCCc2ccccc2)o1	-7	-14	10	-21	18	3	0	-18	11	-6	-4

Six compounds already listed, ordered by the value under NR5A2 inv ag, descending.
Molecule | NCOA2 inhibitor | NCOA1 inh | SRC3 inh | CF NFkB block | NR5A2 inv ag | LMP1 NFkB inh | TWEAK-Fn14 inh | NR2F2 inh
CSc1ccc(S(=O)(=O)N2CCC(C(=O)N3CCOCC3)CC2)cc1 | 28 | -5 | 2 | 4 | 25 | -1 | -3 | 14
CCSc1ccccc1C(=O)Nc1ccc([N+](=O)[O-])cc1OC | -2 | 12 | -10 | -9 | 11 | -2 | -8 | 6
COc1cccc(NC(=O)Cc2nnc(SCC(=O)NC3=NCCS3)n2C)c1 | -29 | 9 | -1 | -7 | 9 | -6 | 30 | -2
COc1ccc(C(=O)COC(=O)CN2C(=O)C3C4C=CC(C5CC45)C3C2=O)cc1 (stereo not drawn) | -1 | -4 | 9 | -2 | 8 | -5 | -6 | 2
O=C(C1CCN(S(=O)(=O)N2CCOCC2)CC1)N1CCOCC1 | 2 | -10 | 14 | 0 | 2 | -7 | 12 | -3
Cc1cccn2cc(-c3ccc(NC(=O)Cc4ccccc4)cc3)nc12 | 0 | 7 | -16 | -21 | -11 | -14 | -24 | 54*

Record cards, as listed above. Order of values: NCOA2 inhibitor, NCOA1 inh, SRC3 inh, KKLEB cytotox, CF NFkB block, NR5A2 inv ag, LMP1 NFkB inh, TWEAK-Fn14 inh, NR2F2 inh, TROY signal inh, C8 TRAIL sens
COc1cccc(NC(=O)Cc2nnc(SCC(=O)NC3=NCCS3)n2C)c1 across the screens: -29, 9, -1, 5, -7, 9, -6, 30, -2, 0, -1
COc1ccc(Cn2cnc3c(N)c(C)c(C)cc32)cc1 across the screens: 2, -8, 11, 0, 2, 9, -7, 2, 18, 1, -8

New compounds follow.
SMILES	NCOA2 inhibitor	NCOA1 inh	SRC3 inh	KKLEB cytotox	CF NFkB block	NR5A2 inv ag	LMP1 NFkB inh	TWEAK-Fn14 inh	NR2F2 inh	TROY signal inh	C8 TRAIL sens
O=C(CNC(=S)N(Cc1ccccc1)Cc1ccccc1F)NCCc1ccc(Cl)cc1	14	1	13	10	9	7	-15	25	-8	37	27
CC(C)(C)NC(=O)CSc1nc2[nH]ncc2c(=O)[nH]1	-3	-20	7	2	16	-24	-1	-16	-15	23	-1
CC1(C)Oc2ccc3ccc(=O)oc3c2C[C@H]1O	-3	-18	-14	18	-25	0	-1	2	2	0	-2
COc1cc(NC(C)=O)ccc1-c1cc2ccccc2oc1=O	-11	-4	-2	-11	7	0	7	7	13	-2	-1
Cc1cccc(N/C(N)=N/c2nc(C(F)(F)F)cc(=O)[nH]2)c1C	-20	-6	17	-5	-3	8	2	14	-13	-6	-8
Cc1csc(=O)n1CCC(=O)OCC(=O)NNC(=O)c1ccccc1	-11	3	-35	2	3	-1	2	7	2	3	1
CC(C)(C)OC(=O)C[C@@H]1C/C=C\C[C@H](CC(=O)N(CCO)Cc2ccccc2)C(=O)NC[C@H](c2ccccc2)OC1=O	11	1	15	1	-2	0	5	-3	4	-12	7
Cc1cc(NCCO)c2cc(O)ccc2n1	12	-5	4	3	-5	-7	11	-4	-3	8	-7
Fc1ccc(Cn2c(SCc3ccc(F)c(C(F)(F)F)c3)nnc2C(F)(F)F)cc1	12	21	10	-19	11	-10	-3	-1	8	-13	8
CC1CC(C)CN(C(=O)Cn2c(=O)c3cccn3c3cccnc32)C1 (stereo not drawn)	-16	-26	-12	9	8	6	-7	14	6	-32	-7
CCN(C(=O)COC(=O)c1cncc(Br)c1)C1CCS(=O)(=O)C1 (stereo not drawn)	27	-26	18	7	8	-11	-3	25	-2	0	3
O=C1CC(C(=O)Nc2ccccc2)C2(CCCCC2)O1 (stereo not drawn)	16	-7	5	-7	1	2	65*	-5	-3	9	0
CCCc1cc(C(=O)Nc2cc(Br)ccc2O)no1	-23	-42	-60	14	9	-46	-17	-20	14	-25	0
Cc1ccc(/C=N/N2CCN(c3ccccn3)CC2)o1	-24	-51	-16	2	-7	-49	-6	-8	-39	-22	3
COCc1c(C(N)=O)nnn1-c1nonc1N	-4	-5	20	12	-10	27	-4	30	15	-1	-5
NNc1nc2sc3c(c2c(=O)n1-c1ccccc1)CCCC3	-15	-18	1	-15	19	-23	6	-30	1	-39	22
CC1(C(=O)NS(=O)(=O)c2ccccc2Cl)CCN1C(=O)c1ccccc1CCc1ccccc1 (stereo not drawn)	10	-12	-4	2	-12	-13	·	-15	-14	-9	-1
CC(C)[C@H](NC(=O)[C@@H]1CSC2c3ccccc3C(=O)N21)C(=O)NC1CCCC1 (stereo partly drawn)	-29	9	14	15	-12	10	-7	-3	11	-19	-16
CC1CCN(S(=O)(=O)c2ccc(NC(=O)C3CC3)cc2)CC1	-9	10	0	6	8	10	1	17	12	-3	-7
O=C(NCc1ccco1)C1Cc2ccccc2CN1C(=O)c1ccco1 (stereo not drawn)	-37	-9	-5	4	11	-9	-1	18	10	-17	3
CC1(C)CC(C)(c2ccc(O)cc2O)N(c2ccc3ccccc3c2)C(=S)N1 (stereo not drawn)	3	6	7	-9	9	-1	-3	9	7	30	-9
CN(C)c1nc(=NCc2ccco2)ss1	·	-21	-32	4	-6	-19	-32	-5	·	17	-45
COc1ccccc1/C=C\C=N\n1c(-c2ccc(Cl)cc2)n[nH]c1=S	0	-12	14	11	0	15	-1	-18	8	7	-18
Clc1ccc(SCCCCN2CCNCC2)cc1	8	-10	6	4	-2	-1	-5	-13	1	7	6
CCCCCCn1c2c(c(=N)c3c1CCC3)CCC2	-8	67*	75*	-44	32	92*	?	28	78*	59*	29
Cn1cnnc1SCC(=O)NNC(=O)c1ccc([N+](=O)[O-])cc1	-20	-6	-8	11	-21	9	-2	-20	-10	7	-16
Cc1nn(C)cc1C(C(=O)NC1CCCCC1)N(Cc1ccc(F)cc1)C(=O)c1cnccn1 (stereo not drawn)	2	3	12	5	-22	8	-2	-4	-18	1	-15
Cc1nc2ccccc2c2oc(C(=O)N3CCC(C)CC3)cc12	-27	-10	-26	11	-35	3	-7	-13	-9	-6	12

A draw from above in order of molecular weight, low to high:
SMILES	NCOA2 inhibitor	NCOA1 inh	SRC3 inh	KKLEB cytotox	CF NFkB block	NR5A2 inv ag	LMP1 NFkB inh	TWEAK-Fn14 inh	NR2F2 inh	TROY signal inh	C8 TRAIL sens
Clc1ccc(SCCCCN2CCNCC2)cc1	8	-10	6	4	-2	-1	-5	-13	1	7	6
Cc1cccc(N/C(N)=N/c2nc(C(F)(F)F)cc(=O)[nH]2)c1C	-20	-6	17	-5	-3	8	2	14	-13	-6	-8
Fc1ccc(Cn2c(SCc3ccc(F)c(C(F)(F)F)c3)nnc2C(F)(F)F)cc1	12	21	10	-19	11	-10	-3	-1	8	-13	8
